HSF1 activator = HSF-1 activators, primary screen, NIH3T3-HGL cells, MG132 stress, luminescence, single point | activation, % at 9 µM | NIH3T3-HGL HSF-1 luciferase reporter, 8 h; 100% = twice DMSO control signal | 1.7% of 300,000 active | AID 504408, 2011;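 active = mean replicate activation of at least 50% with a set share of replicates each reaching 50%; inconclusive = only one of those two conditions met; inactive = mean below 50% and too few replicates reaching it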;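 also: 0% = median of the neutral control wells and 100% = twice that signal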
IEC-6 tox = cytotoxicity in IEC-6 intestinal epithelial cells, primary screen, cytotoxicity control for KLF5 inhibitor project, cell-based, luminescence | IEC-6 cytotoxicity, luminescence viability | inhibition, % at 5 µM | 0.78% of 290,000 active; in the data active = inhibition above about 22%;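 also: 0% = plate median of test compound wells and 100% = cytotoxic reference compound wells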
HDAC3 inhib = HDAC3 deacetylase inhibitors, primary screen, biochemical, fluorescence, cell-free homogeneous. inhibition, % at 8.3 µM. AID 2718, 2010. Histone deacetylase 3 (Homo sapiens), O15379. recombinant HDAC3, fluorogenic peptide/trypsin coupled. 0.15% of 320,000 active; in the data active = inhibition above about 26%, passing the limit was not always enough; inconclusive = no clear call, values can overlap the other calls
Target sequence (O15379 whole entry, looked up): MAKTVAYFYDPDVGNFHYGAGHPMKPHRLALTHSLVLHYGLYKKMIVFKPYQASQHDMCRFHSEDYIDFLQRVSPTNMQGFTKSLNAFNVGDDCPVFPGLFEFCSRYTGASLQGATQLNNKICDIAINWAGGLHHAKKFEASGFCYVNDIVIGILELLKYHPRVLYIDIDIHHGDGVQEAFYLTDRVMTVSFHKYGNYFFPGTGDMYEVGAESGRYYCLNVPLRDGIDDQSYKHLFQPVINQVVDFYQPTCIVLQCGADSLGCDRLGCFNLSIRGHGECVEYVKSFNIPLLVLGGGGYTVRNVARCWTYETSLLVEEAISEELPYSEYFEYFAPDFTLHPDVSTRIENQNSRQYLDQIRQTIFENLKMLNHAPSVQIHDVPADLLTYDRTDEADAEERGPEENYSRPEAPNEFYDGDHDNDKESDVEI
HSF1 inh = HSF1 inhibitors in luciferase reporter cells, primary screen, cell-based, NIH3T3, luminescence | NIH3T3-HGL HSE-luciferase, MG132-induced, luminescence 8 h; active compounds read low | activity change, negative = inhibition, % at 7.5 µM (by protocol) | 0.77% of 300,000 active | AID 2098, 2009;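 active = more than half of replicate wells show activity change below -50%, luminescence cut by over half; inconclusive = some wells, but at most half, below -50%; inactive = no replicate well below -50%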;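 also: luciferase reports HSF-1 transcriptional activity via heat shock element; 0% = median of DMSO wells and -100% = zero luminescence signal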
AI-2 QS mod = Vibrio harveyi AI-2 quorum sensing modulators, primary screen, JMH597 strain, luminescence/OD600 ratio | Vibrio harveyi JMH597 AI-2 luminescence/OD600 ratio, 9 h; active compounds read low; strain lacks LuxN and CqsS sensors; 0 = neutral-control median | activity change, % at 7.5 µM | 0.4% of 300,000 active; in the data active = activity change below about -75%, passing the limit was not always enough; inconclusive = no clear call, values can overlap the other calls;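 also: luminescence divided by OD600 gain over 9 h not by final OD600 alone; inactives centre near 13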
Platelet DG rel = inhibitors of platelet dense granule secretion, primary screen, cell-based, MLPCN, human platelets; human platelet-rich plasma, SFLLRN dense granule ATP release, luminescence; inhibition, %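 (compounds screened at 7.5 µM in platelet-rich plasma)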; 0.22% of 300,000 active; AID 1663, 2009;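 active = mean replicate score, as percent of positive control, at or above 50; inconclusive = mean below 50 but at least one replicate at or above 50; inactive = mean and every replicate below 50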
KLF5 inh = KLF5 expression inhibitors, primary screen, DLD-1 cells, luminescence | DLD-1 KLF5 promoter-luciferase reporter | 0.23% of 290,000 active | inhibition, % at 5 µM;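 active = inhibition above a per-plate limit of that plate's mean compound inhibition plus 3 SD, cut at about 60% in these data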;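 also: 0% = DMSO wells and 100% = LY294002 at 200 µM; higher means less KLF5 promoter-driven luciferase light; inactives centre near -14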
HSP90 refold inh = HSP90 inhibitors, primary screen, cell lysate, luminescence; Heat shock protein HSP 90 (rabbit reticulocyte lysate; luciferase refolding); Rabbit reticulocyte lysate, luciferase refolding luminescence, 3 h; inhibition, % at 5.6 µM; 0.91% of 290,000 active; AID 1789, 2009;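 active = inhibition above the screen-wide mean plus 3 SD, computed separately per campaign, cut at about 16% in these data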;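 also: 0% = DMSO wells and 100% = 60 µM geldanamycin wells; inhibitors lower the luminescence because luciferase stays unfolded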
HIF activator = HIF pathway transcriptional activators, primary screen, cell-based, U2OS HRE-luciferase, luminescence; AID 1910, 2009; 0.32% of 300,000 active; U2OS HRE-luciferase reporter; normalized: DMSO 0%, desferrioxamine 100%; activation, % at 7.5 µM (by protocol);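 active = mean activation of at least 10% of the iron chelator positive control signal, with at least half of replicates also reaching 10%; inconclusive = mean and replicate majority disagree about reaching 10%; inactive = mean and most replicates under 10%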
aSyn 5UTR inh = MLPCN primary screen, SNCA 5' untranslated region; alpha-synuclein 5'UTR reporter, inhibitor activity; inhibition, % (tested at 7.5 µM); 0.82% of 300,000 active; AID 1813, 2009; in the data active = inhibition above about 60%; inconclusive = no clear call, values can overlap the other calls;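 also: H4 neuroglioblastoma cells stably carrying SNCA 5'UTR luciferase fusion; 0% = DMSO wells and 100% = positive control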
Active calls of the source: *; ? = inconclusive; · = no result given.

SMILES	HSF1 activator	IEC-6 tox	HDAC3 inhib	HSF1 inh	AI-2 QS mod	Platelet DG rel	KLF5 inh	HSP90 refold inh	HIF activator	aSyn 5UTR inh
Cc1ccc(C2=NCCn3c2c2ccccc2[n+]3[O-])cc1	-56	·	-2	-45	1	-5	·	·	1.4	3
CCNC(=O)NC(=O)C(C)OC(=O)c1oc2ccc(OC)cc2c1C (stereo unspecified)	·	2	-34	·	-2	10	10	-1	-0.4	-39
S=C(NC1CCCCC1)NN(c1ccccc1)c1ccccc1	6	4	13	4	20	20	1	-4	-0.3	-2
CN(C)c1oc(-c2ccc(OCc3ccc(Cl)cc3)cc2)nc1C#N	7	4	-18	1	15	3	-2	0	0.4	8
c1csc(CNCc2ccncc2)c1	-3	2	-7	-1	6	-53	-14	0	-0.3	7
CCCCn1c(N)c(N(CC(C)C)C(=O)c2cccc(S(=O)(=O)N3CCCCC3)c2)c(=O)[nH]c1=O	-77	·	2	-71*	29	3	·	·	-20	18
CC(C)(C)NC(=O)CN(C(=O)CCC(=O)Nc1nccs1)c1cccc(C(F)(F)F)c1	-7	-2	-3	-5	-8	-8	-38	-1	-0.4	-6
COc1ccc(S(=O)(=O)N(C)C)cc1NC(=O)CSc1nnc(-c2cccnc2)o1	-13	-3	3	3	28	21	-19	2	-0.3	9
COc1ccc(NC(=O)Cc2nnc(SCC(=O)c3ccc(F)cc3)n2C)cc1	-3	-5	-1	5	15	5	-9	-5	-0.7	10
O=C(COC(=O)CCCCCN=C1NS(=O)(=O)c2ccccc21)Nc1ccc(Cl)c(Cl)c1	-10	4	·	-3	14	0	9	3	0.0	4
Cc1ccn2cc(-c3ccc(Br)cc3)nc2c1	11	7	-7	-5	11	32	-44	40*	-1.5	63*
COc1cc(OC)c2c(-c3ccccc3)cc(=O)oc2c1C(CC(=O)N1CCOCC1)c1ccc(N(C)C)cc1 (stereo unspecified)	4	·	-6	-4	28	0	·	·	-1.2	10
O=C(Nc1nnc(-c2ccco2)o1)c1cccc(Cl)c1	-8	0	-1	-13	-134*	-1	1	-2	-0.4	11
CCn1cc(SCC(=O)N2CCOCC2)c2ccccc21	15	1	9	10	34	0	-48	-4	3.2	-114
COc1ccccc1N(CC(=O)NCCc1ccccc1)C(=O)CCC(=O)Nc1nccs1	15	6	2	-2	36	0	-14	1	0.0	9
COc1ccc(CCNC(=O)CSc2nn3c(=O)c(C)nnc3s2)cc1OC	1	-4	0	-2	17	4	-39	-2	0.6	-10
Cc1cc(NC(=O)CN2C(=O)c3ccccc3C2=O)no1	13	4	10	5	?	-2	4	-7	0.1	12
CCCN(CC(=O)Nc1cccc(Br)c1)CC(=O)Nc1ccc(F)c(F)c1F	1	7	-7	4	29	-10	-11	3	-0.4	-3
CCOC(=O)c1c(C)[nH]c(C)c1S(=O)(=O)NCCc1cccs1	-58	-3	-1	-44	26	13	-25	-4	-0.1	21
Oc1ccc(Nc2nc(-c3ccccc3F)nc3ccccc23)cc1	-1	15	4	0	2	-1	-17	0	-0.2	28
Cc1ccc(C)c(NC(=O)c2cc(-c3ccccc3)nn2-c2ccccc2)c1	1	5	4	-2	24	-13	30	-3	0.0	5
Cc1cccc(CC2CC(=O)N(c3ccc(C)cc3Br)C2=O)c1 (stereo unspecified)	-3	7	-2	1	-2	7	15	15	0.2	1
COc1ccc(OC)c(NC(=O)C2CCCN(S(=O)(=O)c3c(C)nn(C)c3C)C2)c1 (stereo unspecified)	-78	·	-3	-72*	13	23	·	·	0.0	-27
CC(=O)c1n[nH]nc1Nc1nc(C)cc(C)n1	-4	5	0	1	22	-2	-11	-1	-0.1	25
COc1ccc(-c2noc(CNS(=O)(=O)c3ccccc3)n2)cc1	-7	-2	-4	5	-71	13	-11	-5	-1.8	-22

Two consecutive compounds from above:
SMILES	HSF1 activator	IEC-6 tox	HDAC3 inhib	HSF1 inh	AI-2 QS mod	Platelet DG rel	KLF5 inh	HSP90 refold inh	HIF activator	aSyn 5UTR inh
Cc1ccc(C2=NCCn3c2c2ccccc2[n+]3[O-])cc1	-56	·	-2	-45	1	-5	·	·	1.4	3
CCNC(=O)NC(=O)C(C)OC(=O)c1oc2ccc(OC)cc2c1C (stereo unspecified)	·	2	-34	·	-2	10	10	-1	-0.4	-39

Remaining list, next part
SMILES	HSF1 activator	IEC-6 tox	HDAC3 inhib	HSF1 inh	AI-2 QS mod	Platelet DG rel	KLF5 inh	HSP90 refold inh	HIF activator	aSyn 5UTR inh
Cn1c(C(=O)c2ccncc2)cc2ccccc21	6	1	·	-3	21	0	-14	1	-0.4	11
CCCCN(C(=O)Cn1nnc2ccccc21)C(C(=O)NCCOC)c1ccc(OC)cc1 (stereo unspecified)	-3	1	-6	-8	3	-3	8	-1	-0.1	-12
COc1cc(/C=C/C(=O)O)cc(S(=O)(=O)Nc2ccccc2C(=O)NCCc2ccccc2)c1OC	-2	4	3	-1	3	-7	-18	-2	2.9	-42
CSc1ccc(-c2sc(Nc3ccccc3)n[n+]2-c2ccc(F)cc2)cc1	27	-3	-1	20	4	1	-14	-7	4.4	-143
O=C(NC1CCSc2ccccc21)c1cc(S(=O)(=O)N2CCOCC2)ccc1Cl (stereo unspecified)	1	·	4	-3	16	9	·	·	0.0	11
Cc1cc2nnc(SCC(=O)N3CCN(c4ccccc4)CC3)n2c(N)n1	-10	-1	5	7	-7	0	25	3	-1.2	-4
Cc1ccc(S(=O)(=O)N2CCOCC2)c(C)c1-n1cnnn1	-11	-1	-5	-11	27	-1	-6	1	-0.4	-14
O=C1CC(C(=O)Nc2nccs2)C(c2ccccc2)O1 (stereo unspecified)	3	·	5	1	25	4	·	·	-0.4	-10
Cc1ccc(CNC(=O)C(=O)NCC2OCCN2S(=O)(=O)c2ccc(C)cc2)cc1 (stereo unspecified)	13	2	1	-5	19	1	-13	6	-0.6	23
COc1ccc(N(CC(=O)Nc2cccc(N(C)S(C)(=O)=O)c2)S(C)(=O)=O)cc1OC	3	11	-5	-10	4	0	-7	2	-0.2	11
CCc1nc2ccc(C(=O)NCCc3ccccc3OC)cc2nc1CC	-3	10	6	2	1	-2	-26	4	·	-25
CC(C)C1N(C(=O)CN2CCCC2)CCN1S(=O)(=O)c1ccccc1 (stereo unspecified)	28	0	-8	4	11	1	-15	-1	-0.3	5
CCOC(=O)N1CCC2(CC1)CC(=O)c1c(ccc3oc(C(=O)O)c(C)c13)O2	-15	0	-35	-8	23	4	-38	0	-0.2	-14
CCN1CCN(CCNC(=O)c2cn(C(C)c3ccccc3F)nn2)CC1 (stereo unspecified)	-7	2	-1	-1	7	1	-32	-1	0.4	3
Cc1ccc(-c2noc(CN(C(=O)CCCN3C(=O)c4ccccc4C3=O)C(C)C)n2)cc1	8	10	-1	2	32	-10	-12	1	-0.5	9
COc1ccccc1CC(=O)Nc1ccc(NC(=O)c2cccs2)cc1	2	3	1	3	6	-1	-26	4	0.2	-15
COc1cc(NS(=O)(=O)c2ccc(F)cc2)c(OC)cc1NC(C)=O	7	0	7	-3	7	0	-12	-2	0.0	-14
COC(=O)c1ccc2c(=O)n(CCN3CCOCC3)c(SCC(=O)Nc3ccccc3Cl)nc2c1	19	-2	6	11	20	0	-12	-2	0.6	-29
O=S(=O)(NCCc1csc(-c2ccccc2)n1)c1ccc2c(c1)OCCO2	-6	1	8	2	14	12	2	4	-0.2	-10
Cc1cc(C)nc(Nc2nc(=O)c3ccccc3s2)n1	11	-4	1	13	4	17	-40	1	0.2	-134
CC(O)(C#CCN1CCCC1)c1ccccc1 (stereo unspecified)	4	8	-7	2	22	10	-1	1	-0.2	15
COc1cc(C(=O)N2CCNCC2)cc(OC)c1OC	-21	-1	-1	1	-5	0	-7	-5	-4.4	5
COCCOC(=O)C1=C(C)NC(C)=C(C(=O)OCCOC)C1/C=C/c1ccccc1OC	77*	7	-12	47	-3	3	10	3	-0.1	16
C#CCOc1ccccc1C(N)=O	4	-1	-1	2	27	17	-8	0	-0.3	23
Oc1ccccc1Nc1nc(NCC2CCCO2)c2ccccc2n1 (stereo unspecified)	-23	0	-7	-24	9	5	3	3	0.4	-5

Part of the list above in order of molecular weight, smallest number first.
SMILES	HSF1 activator	IEC-6 tox	HDAC3 inhib	HSF1 inh	AI-2 QS mod	Platelet DG rel	KLF5 inh	HSP90 refold inh	HIF activator	aSyn 5UTR inh
Cc1ccc(S(=O)(=O)N2CCOCC2)c(C)c1-n1cnnn1	-11	-1	-5	-11	27	-1	-6	1	-0.4	-14
CCc1nc2ccc(C(=O)NCCc3ccccc3OC)cc2nc1CC	-3	10	6	2	1	-2	-26	4	·	-25
CSc1ccc(-c2sc(Nc3ccccc3)n[n+]2-c2ccc(F)cc2)cc1	27	-3	-1	20	4	1	-14	-7	4.4	-143
Cc1ccc(CNC(=O)C(=O)NCC2OCCN2S(=O)(=O)c2ccc(C)cc2)cc1 (stereo unspecified)	13	2	1	-5	19	1	-13	6	-0.6	23
O=C(NC1CCSc2ccccc21)c1cc(S(=O)(=O)N2CCOCC2)ccc1Cl (stereo unspecified)	1	·	4	-3	16	9	·	·	0.0	11
COc1ccc(N(CC(=O)Nc2cccc(N(C)S(C)(=O)=O)c2)S(C)(=O)=O)cc1OC	3	11	-5	-10	4	0	-7	2	-0.2	11
COc1cc(/C=C/C(=O)O)cc(S(=O)(=O)Nc2ccccc2C(=O)NCCc2ccccc2)c1OC	-2	4	3	-1	3	-7	-18	-2	2.9	-42

The results go on.
SMILES	HSF1 activator	IEC-6 tox	HDAC3 inhib	HSF1 inh	AI-2 QS mod	Platelet DG rel	KLF5 inh	HSP90 refold inh	HIF activator	aSyn 5UTR inh
Cc1ccc2[nH]c(=O)c(CN(CCCN3CCOCC3)C(=O)Nc3ccc(Cl)cc3)cc2c1	-3	2	6	-3	5	-7	-22	1	1.8	4
Cc1ccc(C(=O)OCC(=O)NCc2cccs2)cc1	11	4	-2	7	25	2	13	-1	-0.3	-10
COc1ccc(-c2cc(=O)oc3cc(OCC(C)=O)ccc23)cc1	2	2	14	5	21	11	0	-6	0.1	13
Cc1cc2oc3ccc(NCCCn4ccnc4)cc3c(=O)c2cc1C	0	·	-1	0	0	-2	·	·	1.7	-86
Cc1nc2ccccc2nc(C)c1=NOCc1ccccc1Cl	55*	9	8	22	-6	7	-20	-2	1.3	-20
CN(C)S(=O)(=O)c1cccc(N=C2NN=C(c3ccccc3)CS2)c1	·	1	9	·	·	·	12	3	·	·
